Screening data as filed in PubChem BioAssay.
PG9 Ab binder – small molecules binding HIV-1 gp120 antibody PG9. TR-FRET gp120-PG9 antibody binding. inhibition, % at 6.7 µM. hit rate 0.43% among 360,000. AID 624416; in the data active means inhibition above about 8.5%
DAX1 inh-1 – inhibitors of human orphan nuclear receptor DAX1 (NR0B1). HEK293 Gal4-DAX1 luciferase reporter, luminescence. P51843. inhibition, % at 6.75 µM. AID 504766. hit rate 0.99% among 340,000;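 active means inhibition above the mean over all tested compounds plus 3 SD, cut at about 4.2% in these data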;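 further: 0% = DAX1-transfected cells with DMSO and 100% = empty-vector control cells with DMSO; inhibition shows as a rise in luminescence from relieved DAX1 repression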
Target sequence (P51843 207-470 limits assumed): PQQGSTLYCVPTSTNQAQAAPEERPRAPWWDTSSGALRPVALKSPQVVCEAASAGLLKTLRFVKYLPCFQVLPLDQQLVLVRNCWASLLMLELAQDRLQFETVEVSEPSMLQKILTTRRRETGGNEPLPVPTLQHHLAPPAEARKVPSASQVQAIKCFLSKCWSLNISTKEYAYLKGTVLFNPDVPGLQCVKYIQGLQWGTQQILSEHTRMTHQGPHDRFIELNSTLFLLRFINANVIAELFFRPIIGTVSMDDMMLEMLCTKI
ADAM10 inh – inhibits human ADAM10; recombinant ADAM10, EDANS/DABCYL FRET peptide cleavage, 3 h; AID 720582; hit rate 0.62% among 370,000; inhibition, % at 7 µM; O14672;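 active means inhibition above a per-campaign cutoff equal to the mean of compounds falling between control-based bounds plus 3 SD, cut at about 20% in these data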;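 further: 0% = DMSO wells while the 100% control is not disclosed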
ssDAF12 agonist – activates DAF-12 receptor from parasite S. stercoralis; hit rate 1% among 370,000; activation, % at 6.8 µM; HEK293 ssDAF-12/GRIP1 lit1-tk-luc reporter, luminescence; % of 3 µM dafachronic acid response;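 active means activation above the mean over all tested compounds plus 3 SD, cut at about 0.9% in these data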;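 further: 0% = DMSO-only wells and 100% = 3 µM delta7-dafachronic acid wells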
DAX1 inh-2 – inhibitors of DAX1 repression of SF-1 activated StAR promoter. HEK293T StAR-luciferase reporter, SF-1/DAX-1 repression relief. inhibition, % at 6.8 µM. hit rate 1.1% among 370,000. AID 652010;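 active means inhibition above the mean over all tested compounds plus 3 SD, cut at about 3.6% in these data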;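 further: 0% = DAX-1 cells with DMSO and 100% = cells lacking DAX-1 with DMSO; higher inhibition means more luminescence from relief of DAX-1 repression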
FXN GAA850 act – increases GAA850 frataxin promoter reporter activity. HEK293 lucGAA850 FXN promoter luciferase reporter, 24 h; percent of 10 µM SAHA response. activation, % at 6 µM. hit rate 0.56% among 360,000;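 active means activation above the average of all compounds screened plus 3 SD, cutoff fixed separately per campaign, cut at about 7.5% in these data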;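 further: 0% = DMSO wells and 100% = 10 µM SAHA wells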
hcDAF12 agonist – activators of H. contortus DAF-12 nuclear receptor | hit rate 1.4% among 370,000 | activation, % at 6.8 µM | HEK293 hcDAF-12 lit1-tk-luc reporter, luminescence; 0% DMSO, 100% Δ7-dafachronic acid;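 active means activation above the mean of all tested compounds plus 3 SD, cut at about 5.5% in these data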;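 further: 100% = response to 3 µM Δ7-dafachronic acid high control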
ADAM17 inh – inhibits human ADAM17; P78536; recombinant ADAM17, EDANS/DABCYL FRET peptide cleavage; inhibition, % at 6.95 µM; hit rate 0.83% among 370,000; AID 720648;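 active means inhibition above the mean of compounds lying between control limits plus 3 SD, set per campaign, cut at about 8.5% in these data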;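 further: 0% = DMSO-only wells as the low control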
Target sequence (P78536 215-824 limits assumed): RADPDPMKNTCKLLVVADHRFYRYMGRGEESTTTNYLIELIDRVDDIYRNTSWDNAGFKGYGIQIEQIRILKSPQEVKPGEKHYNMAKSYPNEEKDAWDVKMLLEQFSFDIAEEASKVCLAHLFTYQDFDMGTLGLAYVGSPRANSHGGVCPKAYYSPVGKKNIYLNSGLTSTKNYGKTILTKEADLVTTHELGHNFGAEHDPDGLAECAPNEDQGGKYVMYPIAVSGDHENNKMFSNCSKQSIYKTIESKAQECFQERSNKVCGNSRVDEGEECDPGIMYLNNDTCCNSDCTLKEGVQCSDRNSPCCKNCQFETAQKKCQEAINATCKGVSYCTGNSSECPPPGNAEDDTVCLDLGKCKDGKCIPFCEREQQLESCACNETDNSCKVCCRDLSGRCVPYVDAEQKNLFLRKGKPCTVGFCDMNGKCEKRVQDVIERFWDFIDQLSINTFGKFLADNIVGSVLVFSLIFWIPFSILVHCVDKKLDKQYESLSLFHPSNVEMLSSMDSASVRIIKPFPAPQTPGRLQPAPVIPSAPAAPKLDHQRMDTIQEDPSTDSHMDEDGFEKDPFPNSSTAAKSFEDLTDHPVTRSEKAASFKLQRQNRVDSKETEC
NPR1 activator – GC-A (human) enzyme activation | P16066 | HEK293 GC-A cells, cGMP TR-FRET, EC30 ANP; 0% at EC30 ANP, 100% saturating ANP | activation, % at 10 µM | hit rate 0.14% among 370,000; in the data active means activation above about 40%
SMARCA2 act – increases SMARCA2 function in MMTV reporter cells; MG213 cells, MMTV-luciferase reporter, dexamethasone, overnight; activation, % at 9.1 µM; hit rate 1% among 370,000; in the data active means activation above about 7.8%;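 further: 0% = vehicle wells and 100% = reference activator wells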
hgDAF12 agonist – hgDAF-12 agonism, primary luciferase screen; hit rate 1.8% among 370,000; AID 687014; HEK293 GAL4-hgDAF12 UAS-luciferase reporter, agonist luminescence; normalized to butyrate control; activation, % at 6.8 µM;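 active means activation above a cutoff set at the mean of all screened compounds plus 3 SD, cut at about 10% in these data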;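 further: 0% = DMSO wells and 100% = sodium butyrate wells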
Numbers without * were called inactive; i = inactive; . = no result given.

SMILES | PG9 Ab binder | DAX1 inh-1 | ADAM10 inh | ssDAF12 agonist | DAX1 inh-2 | FXN GAA850 act | hcDAF12 agonist | ADAM17 inh | NPR1 activator | SMARCA2 act | hgDAF12 agonist
O=C(N/N=C/c1ccco1)c1cc(-c2ccncc2)nc2ccccc12 | -3.7 | -0.1 | -4 | -0.5 | -3.2 | -1.1 | 1.4 | -3 | -5 | -2 | 3.2
CCC(=O)c1ccc(OCC(O)CNC2CCCC2)cc1 (centres undefined) | -0.2 | 2.9 | 2 | -0.9 | -0.4 | -1.2 | -0.8 | 0 | 2 | -1 | -0.4
CCN(CC)CCNc1nc(SC)nc2sc3c(c12)CCN(C)C3 | -2.8 | -0.2 | -344 | -1.0 | 0.1 | 1.0 | 0.1 | -117 | 7 | 9.2* | 2.4
CCCCN=CC1=C(O)CC(c2ccccc2)CC1=O (centres undefined) | -0.1 | 0.1 | 2 | -2.1 | -0.1 | 1.4 | -1.0 | 0 | -2 | -3 | -0.6
O=C(CN1CCCCC1)Nc1cccc(Cl)c1Cl | 2.6 | -1.3 | -4 | -1.5 | -1.1 | 1.9 | 0.3 | -1 | -1 | 0 | 1.0
[O-]C1=N/[N+](=C/c2ccccc2)CC1 | 0.6 | 0.3 | -4 | -1.2 | 0.8 | 0.8 | -0.7 | -4 | 5 | -1 | 4.2
Nc1nc(N)nc(-c2cc(O)ccc2O)n1 | -2.1 | -0.4 | -6 | -2.1 | -0.4 | -6.9 | -2.7 | 0 | -2 | 1 | 5.2
COc1ccc(OC)c2c1sc(=NC(=O)C(C)(C)C)n2C | -0.2 | 0.5 | -2 | -1.2 | -0.2 | 0.7 | 0.4 | 1 | 0 | 0 | -0.3
O=C(CN1CCN(c2ccccc2)CC1)Nc1ccc(-n2cnnn2)cc1 | -2.0 | 0.5 | -9 | -1.4 | 0.3 | -0.5 | -1.8 | -3 | -1 | -1 | 0.8
COC(=O)c1sc(NC(C)=O)c(C(=O)OC)c1C | -0.1 | 1.6 | -1 | -0.7 | 0.5 | -4.8 | -1.2 | -2 | 0 | -3 | 0.2
c1ccc(OCCN2CCN(Cc3nc(-c4ccc5c(c4)OCO5)no3)CC2)cc1 | 0.0 | -0.7 | -7 | -2.2 | -0.6 | 0.4 | 0.1 | 0 | 3 | -3 | -5.6
Cc1sc2ncnc(N3CCN(S(=O)(=O)c4ccc(F)cc4)CC3)c2c1C | -1.0 | -1.0 | 0 | -0.8 | 0.0 | 1.9 | 0.2 | -1 | -1 | 0 | -0.2
CCOc1ccccc1CN1CCCC(C(=O)Nc2cccc(-n3cccn3)c2)C1 (centres undefined) | 0.1 | -0.4 | 0 | -1.3 | -3.9 | -7.5 | -3.5 | -2 | -1 | -2 | -1.1
O=C(CN1CCN(Cc2ccccc2)CC1)N/N=C\c1ccccc1[N+](=O)[O-] | . | . | -7 | -0.4 | 0.1 | . | 0.5 | 0 | -4 | 3 | -1.9
COCCNc1nnc(Cc2ccc(Cl)cc2)c(=O)[nH]1 | -0.5 | -0.3 | 0 | -1.5 | 0.1 | 1.1 | 0.0 | -2 | -1 | 0 | 2.3
COc1ccc(-n2nc(C(=O)NCC(=O)NCc3ccc(F)cc3)c3ccccc3c2=O)cc1OC | 28* | -2.1 | -6 | -1.0 | 0.2 | 0.7 | -0.8 | -4 | -2 | 1 | -2.4
O=C(NCCCc1ccccc1)O[C@@H]1CC[C@@]23CCCN2C(=O)CCC[C@H]3C1 | . | . | 5 | -1.9 | . | . | -2.4 | 1 | 3 | . | -3.1
Cc1cc(C(=O)NNC(=O)c2cccs2)c(C)o1 | -1.3 | 0.5 | -9 | -1.0 | -0.1 | -0.1 | 0.2 | -4 | 2 | -1 | -0.6
O=C(NNC(=S)Nc1cccc(Cl)c1)c1ccccc1 | -1.3 | 1.1 | 7 | 0.1 | 5.3* | 4.9 | 3.0 | -3 | 1 | 4 | 6.5
CCOc1ccc(NC(=S)N2CCN(C/C=C/c3ccccc3)CC2)cc1 | 0.9 | 0.6 | -1 | -1.0 | -1.4 | 0.4 | 1.3 | -1 | 1 | 0 | 1.3
CN(Cc1ccccc1)Cc1c(F)cccc1F | -1.4 | 0.8 | 1 | -0.6 | -0.3 | -1.4 | -1.2 | -3 | 1 | 2 | -0.7
CC1CCc2nc(N)c(C#N)c(-c3cccnc3)c2C1 (centres undefined) | 0.9 | -0.2 | -195 | -1.3 | 0.2 | -6.9 | -1.8 | -41 | -6 | -7 | 2.5
CCc1nnc(NC(=O)c2cccc(S(=O)(=O)N3CCCCC3)c2)s1 | -1.3 | 1.8 | -6 | -1.3 | 1.6 | 1.2 | -0.6 | -2 | 1 | -3 | 4.7
CS(=O)(=O)N(CC(=O)N1CCOCC1)c1ccc2c3c(cccc13)CC2 | -0.4 | -0.2 | -28 | -1.1 | -0.1 | -0.7 | -1.3 | -12 | 2 | -1 | 0.3

Arranged by the number under DAX1 inh-1 (low to high): four from the list above.
SMILES,PG9 Ab binder,DAX1 inh-1,ADAM10 inh,ssDAF12 agonist,DAX1 inh-2,hcDAF12 agonist,ADAM17 inh,NPR1 activator,SMARCA2 act
CC1CCc2nc(N)c(C#N)c(-c3cccnc3)c2C1 (centres undefined),0.9,-0.2,-195,-1.3,0.2,-1.8,-41,-6,-7
CCOc1ccc(NC(=S)N2CCN(C/C=C/c3ccccc3)CC2)cc1,0.9,0.6,-1,-1.0,-1.4,1.3,-1,1,0
O=C(NNC(=S)Nc1cccc(Cl)c1)c1ccccc1,-1.3,1.1,7,0.1,5.3*,3.0,-3,1,4
CCc1nnc(NC(=O)c2cccc(S(=O)(=O)N3CCCCC3)c2)s1,-1.3,1.8,-6,-1.3,1.6,-0.6,-2,1,-3

(listing goes on)
SMILES | PG9 Ab binder | DAX1 inh-1 | ADAM10 inh | ssDAF12 agonist | DAX1 inh-2 | FXN GAA850 act | hcDAF12 agonist | ADAM17 inh | NPR1 activator | SMARCA2 act | hgDAF12 agonist
Cc1ccc(S(=O)(=O)N(C)C)cc1NC(=O)C(C)N(C)Cc1sccc1C (centres undefined) | -2.0 | -3.3 | 8 | -1.8 | -1.4 | -3.3 | -4.7 | 0 | -1 | -4 | -5.8
COc1cc(CCC(=O)OCC(=O)N2CC(=O)Nc3ccccc32)cc(OC)c1OC | -2.5 | 2.8 | -17 | -1.0 | -0.8 | -1.0 | 0.7 | -2 | -3 | 0 | 0.3
CNc1cc([N+](=O)[O-])ccc1N/C=C/C(=O)c1ccc2c(c1)OCO2 | -0.6 | 3.0 | 1 | 0.8 | 1.5 | 4.0 | 4.2 | 0 | 3 | 0 | 4.7
CN(NC(=O)c1c(Cl)cccc1Cl)c1cccc(Cl)n1 | -0.6 | -0.5 | -2 | -1.6 | -0.8 | 1.5 | -3.0 | -3 | -3 | 2 | 6.4
CSc1nnc2c(n1)OC(C)=Nc1ccccc1-2 | -1.9 | 0.8 | -2 | 0.1 | 0.4 | -0.4 | 1.1 | -3 | 8 | 2 | 0.2
O=C(NC1CCCC1)c1ccc(CS(=O)(=O)Cc2ccccc2Cl)o1 | -1.1 | 0.3 | -2 | -1.4 | -1.1 | 0.7 | -2.2 | 3 | 0 | -2 | -0.9
CN1OC[C@@H]2CN(C(=O)c3ccc(C#N)cc3)[C@H](c3cccc(Br)c3)C[C@@H]21 | 1.2 | . | -2 | -0.1 | -0.8 | . | -1.2 | -2 | -2 | 1 | -1.2
COc1ccc(OC)c(NC(=O)CSc2nnc(CNC(=O)COc3ccc(Cl)cc3)o2)c1 | 0.6 | 0.7 | 4 | -0.8 | -1.0 | -0.4 | -0.9 | -2 | -19 | -1 | 3.0
O=C1NC(c2ccccc2)(C(F)(F)F)C(=O)N1Cc1cccnc1 (centres undefined) | -4.5 | 0.1 | 6 | -0.8 | 0.5 | -0.7 | -0.3 | 1 | -1 | -1 | 2.6
COC(=O)c1ccc(NC(=O)CNC(=O)C2CCCCC2)cc1 | -0.8 | -0.6 | 2 | -1.4 | 0.6 | -0.4 | -2.5 | -1 | 4 | 3 | 0.8
COc1ccc(OC)c(/C=N\NC(=O)c2c(C)nc3cc(C)ccn23)c1 | -0.6 | -1.6 | i | -0.9 | -0.5 | -0.1 | -1.1 | -481 | 5 | -1 | 2.9
COc1ccc(C2CC=C(C(C)=O)CN2S(=O)(=O)c2ccccc2)cc1 (centres undefined) | -2.7 | . | -13 | -1.4 | -1.6 | . | -1.6 | 4 | -4 | -3 | -1.9
CCc1ccc(N(CC(=O)NC2CCCCC2)S(=O)(=O)c2c(C)noc2C)cc1 | -0.3 | 0.4 | -5 | -1.0 | -0.7 | -0.4 | -0.2 | -4 | . | -1 | -2.6
O=C(NCCCN1CCOCC1)c1ccc(Cl)s1 | -1.0 | 1.0 | -1 | -1.5 | -0.2 | 0.1 | -0.4 | -2 | 4 | -2 | -1.1
C[C@@H]1[C@H]2[C@@H](O[C@@H]3O[C@H](CO)[C@@H](O)[C@H](O)[C@H]3O)OC=C(C(=O)O)[C@H]2C[C@@H]1O | -0.4 | 1.3 | -13 | -1.0 | -0.2 | 0.2 | 0.3 | -1 | -1 | 1 | -0.1
OC1CCC(NC(=S)Nc2ccc(SC(F)F)cc2)CC1 (centres undefined) | 0.9 | 1.9 | -3 | -0.9 | 1.6 | 7.3 | 1.2 | -4 | 7 | 2 | 7.5
Cc1nc(SCc2nc3ccc(C(=O)c4ccccc4)cc3[nH]2)c2oc3ccccc3c2n1 | -58 | 1.7 | 1 | -0.9 | -0.6 | 1.4 | -1.8 | -2 | -19 | 2 | 1.2
CC[C@@H]1[C@H]2CCCC(=O)N3CC[C@@H](C[C@@H]1Nc1ccccc1)[C@@H]23 | 3.2 | -0.7 | -5 | -0.8 | -0.1 | -1.2 | -3.2 | -6 | -2 | -1 | 1.0
CC(C)=CCC/C(C)=C/CNC(=O)C[C@H]1C[C@H](C(=O)N2CCOCC2)[C@@]2(C)c3[nH]c4cc(CCC(=O)N(C)C)ccc4c3CCN2C1=O | 0.2 | -2.0 | 3 | -1.6 | -2.0 | -2.0 | -2.4 | 3 | 3 | -6 | -4.0
CCc1cc2ccc(C)c(C)c2nc1SCC(=O)Nc1cc(C)on1 | 1.1 | -0.8 | -7 | -0.8 | 0.2 | 0.5 | -1.1 | 2 | -1 | -2 | -0.8
O=C(Nc1cc(Sc2nc3ccccc3s2)cc([N+](=O)[O-])c1)c1cccc(F)c1F | -0.8 | -1.9 | 0 | 0.2 | -0.6 | 0.7 | -0.1 | -2 | 5 | -3 | -2.0
COc1ccc(S(=O)(=O)N2CCCCC2)cc1NC(=O)c1cccc(S(=O)(=O)N2CC(C)OC(C)C2)c1 (centres undefined) | -2.4 | -0.2 | -17 | -1.3 | -0.3 | 4.1 | -1.5 | 2 | 0 | -3 | -2.1
COc1ccccc1N1CC(C(=O)Nc2ccc(C)c(S(=O)(=O)N3CCOCC3)c2)CC1=O (centres undefined) | 0.3 | 1.8 | -15 | -0.8 | 0.2 | 1.3 | -2.6 | -1 | 2 | -1 | -0.9
CCOC(=O)C[C@H]1c2cc(F)ccc2S(=O)(=O)N1c1ccccc1 | 0.5 | -0.8 | -1 | -1.3 | -0.8 | 0.7 | 0.0 | -1 | 1 | 1 | 4.8

Outcome played no part in choosing rows; overall some 6.8% were active at least once.
